Compound activity from PubChem.
ASAP1 inh: inhibitors of human ASAP1 ArfGAP activity. ASAP1-stimulated ARF1 GTP hydrolysis, GDP FP detection. inhibition, % at 16.5 µM. 0.19% of 360,000 active. AID 624377; in the data active means inhibition above about 25%;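 further: 0% = vehicle with enzyme and substrate and 100% = no enzyme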
HTRA1 inh: inhibitors of human serine peptidase HTRA1; Q92743; recombinant HTRA1, FP-rhodamine activity-based probe, fluorescence polarization; inhibition, % at 5.96 µM; 0.5% of 340,000 active; in the data active means inhibition above about 36%;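 further: 0% = enzyme with DMSO and 100% = wells lacking enzyme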
Target sequence (Q92743 whole entry, looked up): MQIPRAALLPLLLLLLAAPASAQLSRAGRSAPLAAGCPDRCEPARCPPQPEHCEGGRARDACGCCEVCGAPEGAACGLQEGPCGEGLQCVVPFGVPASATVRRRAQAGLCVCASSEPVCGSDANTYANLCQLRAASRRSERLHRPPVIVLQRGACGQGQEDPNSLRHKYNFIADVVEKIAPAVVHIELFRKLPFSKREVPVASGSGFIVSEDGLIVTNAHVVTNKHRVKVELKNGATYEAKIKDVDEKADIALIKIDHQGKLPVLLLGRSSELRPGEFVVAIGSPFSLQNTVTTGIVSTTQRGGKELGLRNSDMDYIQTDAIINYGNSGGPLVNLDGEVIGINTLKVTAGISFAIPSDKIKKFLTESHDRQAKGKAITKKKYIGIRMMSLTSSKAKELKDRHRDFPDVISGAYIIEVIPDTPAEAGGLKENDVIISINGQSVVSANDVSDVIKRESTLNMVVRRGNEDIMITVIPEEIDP
ARFGAP1 inhibitor: rat ARFGAP1 inhibition | inhibition, % at 16.5 µM | Arfgap1-stimulated ARF1 GTP hydrolysis, GDP FP detection | Q62848 | AID 651572 | 0.26% of 360,000 active;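 active means inhibition above a per-plate limit, mean inhibition of low control wells plus 3 SD, cut at about 25% in these data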;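 further: 0% = DMSO wells with enzyme and 100% = wells lacking Arfgap1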
Target sequence (Q62848 1-136 limits assumed): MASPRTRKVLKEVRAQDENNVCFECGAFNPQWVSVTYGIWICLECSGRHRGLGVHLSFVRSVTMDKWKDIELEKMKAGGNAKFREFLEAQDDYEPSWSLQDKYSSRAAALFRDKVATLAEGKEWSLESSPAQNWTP
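Material: rat Arfgap1 catalytic domain, aa 1-136; also added: human ARF1(Δ1-17)-GTP substrate; compound dosing: one concentration, 16.5 µM, DMSO 1.26%; incubation: GTP hydrolysis reaction 2 h at 25 °C; measured by: Tracer-displacement fluorescence polarization with EDTA stop, 620/688 nm; evaluation: % inhibition from polarization; repeats: one replicate per compound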
PG9 binder: small molecules binding HIV-1 gp120 antibody PG9; AID 624416; inhibition, % at 6.7 µM; 0.43% of 360,000 active; TR-FRET gp120-PG9 antibody binding; in the data active means inhibition above about 8.5%
NPR1 activator: GC-A (human) enzyme activation. 0.14% of 370,000 active. P16066. activation, % at 10 µM. HEK293 GC-A cells, cGMP TR-FRET, EC30 ANP; 0% at EC30 ANP, 100% saturating ANP; in the data active means activation above about 40%
NPR2 activator: GC-B (human) receptor activation | AID 1920062 | P20594 | activation, % at 10 µM | HEK293-GC-B cells, CNP EC30, cGMP TR-FRET; 0% at EC30 CNP, 100% saturating CNP | 0.11% of 370,000 active;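 active means activation at 10 µM reaching about 35% in either raw or pattern-adjusted values, limit read from the data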
rCAG RNA binder: binds r(CAG) RNA repeats; AID 651821; inhibition, % at 3 µM; 1.3% of 370,000 active; r(CAG) RNA repeat, TO-PRO-1 dye displacement fluorescence;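 active means inhibition above the plate cutoff, the mean of all test compounds on that plate plus 3 SD, cut at about 35% in these data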;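 further: 0% = DMSO alone and 100% = 100 µM mitoxantrone as full dye displacement; higher means more dye released from RNA so lower well fluorescence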
mABHD4 FP: inhibitors of mouse ABHD4; Q8VD66; purified mABHD4, FP-Rh probe fluorescence polarization; inhibition, % at 8.92 µM; 0.54% of 370,000 active; AID 720543;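 active means inhibition exceeding the mean over every tested compound plus 3 SD, cut at about 30% in these data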;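 further: 0% = plate median of compound wells and 100% = S159A mutant with DMSO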
Target sequence (Q8VD66 whole entry, looked up): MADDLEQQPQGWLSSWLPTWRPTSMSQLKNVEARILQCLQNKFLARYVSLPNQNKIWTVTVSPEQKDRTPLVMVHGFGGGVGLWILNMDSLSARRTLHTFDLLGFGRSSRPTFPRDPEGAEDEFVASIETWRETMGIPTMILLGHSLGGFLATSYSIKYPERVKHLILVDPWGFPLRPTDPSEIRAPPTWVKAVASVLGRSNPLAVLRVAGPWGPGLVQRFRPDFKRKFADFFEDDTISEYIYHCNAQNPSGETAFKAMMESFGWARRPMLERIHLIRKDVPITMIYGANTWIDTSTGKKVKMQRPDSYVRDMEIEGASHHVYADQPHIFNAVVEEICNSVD
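Doses – 8.92 µM, single dose · Material – wild-type mouse ABHD4 protein · Replication – single well per compound (singlicate) · Measure – percent inhibition of probe binding, normalized to plate controls · Schedule – 45 min compound pre-incubation plus 60 min probe step, 25 °C · Detection – fluorescence polarization with parallel and perpendicular emission, 525/598 nm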
SMARCA2 activ: SMARCA2 function activation, primary screen; MG213 cells, MMTV-luciferase reporter, dexamethasone, overnight; activation, % at 9.1 µM; 1% of 370,000 active; AID 652017; in the data active means activation above about 7.8%;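 further: 0% = vehicle wells and 100% = reference activator wells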
Rev-erbA mod: modulators of human Rev-erb alpha DNA binding; P20393; Rev-erbα–FITC-DNA binding, fluorescence polarization, 90 min; activity, % at 10 µM; 0.79% of 370,000 active; AID 1259318;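 active means activity above about 14%, limit read from the data; passing the limit was not always enough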;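 further: 0% = DMSO wells with 35 nM protein and 100% = DMSO wells with 750 nM protein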
* = called active by the depositor; / = no result given.

Compound,ASAP1 inh,HTRA1 inh,ARFGAP1 inhibitor,PG9 binder,NPR1 activator,NPR2 activator,rCAG RNA binder,mABHD4 FP,SMARCA2 activ,Rev-erbA mod
Cc1cc(C(=O)N/N=C/c2c(C)nn(-c3ccccc3)c2Cl)n[nH]1,-8,/,9,-0.8,-4,-3,-6,-12,0,-3
O=C1OC(c2cccs2)=N/C1=C/c1ccc(-c2cccc(C(=O)O)c2)o1,6,-12,3,-5.0,1,-2,18,9,3,2
CCOC(=O)Nc1ccc(NS(=O)(=O)c2ccc(C)cc2)cc1,22,-6,4,0.9,-4,-7,3,-11,-2,2
O=S(=O)(Nc1ccc(Cl)cc1)c1ccc(N2CCOCC2)c(NC(=S)NC2CC2)c1,13,-7,12,-4.0,-7,9,4,3,-1,-8
NS(=O)(=O)c1ccc(CCNS(=O)(=O)c2cccs2)cc1,6,2,-8,1.5,2,1,0,-6,-3,3
CCc1nc(SCC(=O)N2CC(=O)Nc3ccccc32)c2c(C)c(C)sc2n1,3,-1,-4,2.2,-20,-8,0,9,-1,4
C=CCNC(=O)C1CCN(S(=O)(=O)c2ccccc2)CC1,3,-4,8,-0.3,4,2,-2,2,-2,7
N#Cc1ccc(N/N=C/c2cn(-c3ccccc3)nc2-c2ccccc2)c([N+](=O)[O-])c1,-6,4,0,-0.4,-3,0,3,6,1,5
COC(=O)C(O)(CC(=O)Nc1ccc(Cl)cc1F)C(F)(F)F (configuration not stated),7,4,-8,-0.3,3,2,0,-8,0,6
COCCCNC(=O)CC[C@H]1O[C@@H](n2cnc3c(NC(=O)c4ccccc4)ncnc32)[C@H](O)[C@@H]1O,-4,/,-8,-0.7,-3,-2,0,8,-4,6
CC1(C(=O)NC2CCCCC2)CCC(=O)N1C1CCN(Cc2ccccc2)CC1 (configuration not stated),9,/,-6,-1.1,-2,4,-3,6,-3,3
CC(C)OCCCn1c(-c2ccco2)nc2nc3ccccc3nc21,5,5,5,-0.4,-7,-4,9,-7,7.9*,0
COC(=O)Cc1ccc(NC(=S)NCCSc2ccc(Cl)cc2)cc1,10,-18,-1,-1.3,1,1,2,-3,-2,2
Cn1c(=O)n(Cc2ccccc2Cl)c(=O)c2c1[nH]c(=S)n2C,11,-6,3,-0.9,-2,2,2,6,4,-5
O=C(COC(=O)CC1SC(N2CCCC2)=NC1=O)Nc1c(F)c(F)c(F)c(F)c1F (configuration not stated),0,8,13,0.6,1,2,-1,-5,0,-2
CCOc1ccc2nc(S(=O)(=O)NC(=O)C3(C)CCN3C(=O)c3c(C)noc3C)sc2c1 (configuration not stated),-2,/,2,3.6,2,0,10,1,5,6
O=C(N/N=C/c1ccc([N+](=O)[O-])cc1)c1cccnc1,-11,10,-4,-3.5,-1,0,0,-2,-1,2
COc1cc(NC(=O)CSc2nnc3n2C(C)(C)Cc2ccccc2-3)cc(OC)c1,0,-12,8,1.6,-18,-17,-1,0,0,-5
CC1(C)OC(C(O)(c2ccccc2)c2ccccc2)[C@@H](C(O)(c2ccccc2)c2ccccc2)O1 (some centres not stated),3,-1,-4,-2.1,-17,-18,-2,-2,1,5
COc1ccc(-c2oc3ccccc3c2C(=O)OCc2ccc([N+](=O)[O-])cc2)cc1,0,-2,6,-0.5,1,0,4,6,1,-3

Single records (already shown). Screens in order: ASAP1 inh, HTRA1 inh, ARFGAP1 inhibitor, PG9 binder, NPR1 activator, NPR2 activator, rCAG RNA binder, mABHD4 FP, SMARCA2 activ, Rev-erbA mod
COC(=O)Cc1ccc(NC(=S)NCCSc2ccc(Cl)cc2)cc1 is listed as 10, -18, -1, -1.3, 1, 1, 2, -3, -2, 2
COc1cc(NC(=O)CSc2nnc3n2C(C)(C)Cc2ccccc2-3)cc(OC)c1 is listed as 0, -12, 8, 1.6, -18, -17, -1, 0, 0, -5
CCc1nc(SCC(=O)N2CC(=O)Nc3ccccc32)c2c(C)c(C)sc2n1 is listed as 3, -1, -4, 2.2, -20, -8, 0, 9, -1, 4

Next records
Compound,ASAP1 inh,HTRA1 inh,ARFGAP1 inhibitor,PG9 binder,NPR1 activator,NPR2 activator,rCAG RNA binder,mABHD4 FP,SMARCA2 activ,Rev-erbA mod
Cc1ccc(S(=O)(=O)Nc2cccc(C(=O)NCc3cccnc3)c2)cc1F,-17,7,-8,0.8,-3,5,0,-4,-4,-4
Nc1nc2nc(-c3ccccc3)cc(C(F)(F)F)c2s1,-4,-25,6,-0.2,10,0,24,-11,-3,-7
CC(C)NC(=O)c1onc(CSc2ccccc2F)c1C(=O)O,-3,-7,-3,-1.1,1,2,4,5,1,-2
CCCc1nc(SCC(=O)NCC2CCCO2)c2c(=O)n(C)c(=O)n(C)c2n1 (configuration not stated),2,2,3,-1.1,-2,-1,-4,-1,0,-4
CCNC(=O)C1CCCN(C(=O)c2ccc(OC)c(OC)c2)CC1 (configuration not stated),-11,/,-4,-0.3,2,0,1,2,-1,-5
CC(=O)Nc1cc2c3c(c1)CCN3C(=O)CC2,-4,2,-1,-1.3,1,1,1,-10,-2,-1
CC1CCCCN1C(=O)C12CCC(C)(C(=O)C1)C2(C)C (configuration not stated),6,0,3,-2.1,0,2,-3,0,-1,-1
Clc1cccc(Nc2nc(-c3ccncc3)cs2)c1,-1,-11,1,-1.5,3,3,5,16,1,1
COc1ccc(CNC(=O)COC(=O)c2ccc(C(=O)c3ccccc3)cc2)cc1,-3,-11,-9,-1.6,1,-5,5,-16,-3,-3
O=C(NC1=NCCS1)C1CC(=O)N(c2ccc(Cl)cc2)C1 (configuration not stated),3,5,-1,-0.2,3,-4,-3,4,-2,-2
C=CCn1c(=O)n(CC=C)c(=O)n(CC=C)c1=O,-5,/,8,-0.2,3,-6,0,3,0,-2
CC(=O)Nc1ccc(S(=O)(=O)N2CCN(c3ccc([N+](=O)[O-])cc3)CC2)cc1,7,-7,0,-1.8,-27,2,6,0,-1,-2
N#C/C(=C(/O)COC(=O)c1ccccc1O)c1nc2ccccc2s1,8,6,-2,-0.7,-1,2,18,15,0,-6
COc1cc(CN2CCC(C(N)=O)CC2)ccc1OCc1ccccc1,-1,1,-2,-2.9,-1,-1,-5,8,10*,-4
COc1ccc(C(=O)CC(=O)O)c2c1C=CC(C)(C)O2,12,-1,11,0.6,4,3,-2,2,0,-1
COc1ccccc1OCC(=O)NCCC1=CCCCC1,-2,6,-4,0.7,-2,-1,-4,3,-2,-2
CCCCOc1cccc2c(=O)n(CC(=O)Nc3ccc4c(c3)OCCO4)ccc12,35*,/,25*,4.4,-3,0,4,7,-1,-9
Cc1ccc([N+](=O)[O-])cc1/C=N/Nc1nnnn1-c1ccccc1,11,-10,-6,-0.7,2,-2,1,2,4,0
CCOCCCNC(=O)C(c1ccc(C)cc1)N1CCOCC1 (configuration not stated),3,11,1,-2.2,-2,-2,0,1,-3,-2
CC(=O)OCC(=O)C1(O)CCC2C3CC(C)C4=CC(=O)C=CC4(C)C3(F)C(O)CC21C (configuration not stated),13,4,-5,-0.6,-3,3,-2,1,-1,7

Additional entries follow.
Compound,ASAP1 inh,HTRA1 inh,ARFGAP1 inhibitor,PG9 binder,NPR1 activator,NPR2 activator,rCAG RNA binder,mABHD4 FP,SMARCA2 activ,Rev-erbA mod
COc1ccc(/C(N)=N/OC(=O)Oc2ccccc2)cc1,0,2,1,-3.0,3,3,5,1,8.4*,1
Cc1ccc(NC(=O)C2CC(=O)N(c3ccc4c(c3)OCCO4)C2)nc1 (configuration not stated),-4,-2,-6,-0.3,6,0,-7,5,-2,1
CC1CCN(c2ccc([N+](=O)[O-])cc2C(=O)NCC2CCCO2)CC1 (configuration not stated),6,-2,3,0.5,0,0,-8,-8,-2,9
CSc1ccc(CN2CCN(Cc3ccc([N+](=O)[O-])cc3)CC2)cc1,-6,5,-1,-0.5,-3,3,-6,1,-7,0
COc1ccc(C#Cc2cnc3c(c2)C(=O)N([C@H](C)CO)C[C@H](C)[C@@H](CN(C)C(=O)Nc2cccc(OC)c2)O3)cc1,8,-70,9,-0.8,6,2,7,-10,2,2
CC1(C(=O)O)Sc2[nH]c(=O)sc2C2c3ccccc3OC(=O)C21 (configuration not stated),-4,2,3,0.7,-3,-3,7,15,4,2
COc1ccccc1-c1cc(C(=O)NN)[nH]n1,-5,/,-12,-0.1,3,-1,7,-12,-3,-1
CCCCN1C(=O)C(CC(=O)NC2CCCCC2)CC(C(=O)N(CC)CC)=C1C (configuration not stated),-7,6,-1,-1.0,1,0,-2,4,0,-3
CC(NS(=O)(=O)c1ccc(Br)cc1)C(=O)NCCc1ccccc1 (configuration not stated),-15,6,5,-2.4,0,2,5,-21,-2,-2
CCOC(=O)N1CCN(CCCc2ccccc2)CC1,6,7,4,-0.6,2,2,-9,6,-1,-4
CCN(CC)S(=O)(=O)c1ccc(C)c(NC(=O)Cn2c(=O)cnc3ccccc32)c1,-2,-9,-15,-0.6,-1,1,9,-7,1,-3
CC(C)C(=O)Nc1c(O)c2ccccc2[nH]c1=O,-3,6,11,0.8,4,-3,-3,1,0,-2
CN1CCN(CCOCCOc2ccc(Br)cc2Cl)CC1,4,0,1,-0.2,3,2,-7,16,-3,-5
O=C(Nc1cc(N2CCCCC2)ncn1)c1ccc(F)cc1,-4,0,-9,-2.8,1,-1,1,4,5,2
CC1=C(C(=O)N(C(C)C)C(C)C)CC(CC(=O)NCc2ccco2)C(=O)N1Cc1ccccc1 (configuration not stated),0,/,-4,-0.1,5,1,-2,2,-4,-5
COc1cc(NC(=O)CSc2nc3[nH]ncc3c(=O)n2-c2ccccc2C)cc(OC)c1OC,13,5,-14,0.4,2,3,-2,-5,0,-2
O=c1c(-c2ccc(Br)cc2)[n+]([O-])c2ccccc2n1OCc1ccccc1,-8,4,-4,-1.1,-5,-7,2,-11,-3,0
CCC(=O)N1CCc2cc(S(=O)(=O)CCC(=O)NCc3cccc(OC)c3)ccc21,-8,0,-9,-1.5,-1,-2,-2,-3,-1,2
COc1ccc(Br)cc1S(=O)(=O)NCc1ccccc1,-11,4,-2,0.2,-4,-2,0,-6,-3,-1
O=C(NCCCN1CCOCC1)C(=O)NCC1OCCN1S(=O)(=O)c1ccc(Cl)cc1 (configuration not stated),-7,4,-11,-0.6,3,4,5,3,-1,-6

Other compounds
Compound,ASAP1 inh,HTRA1 inh,ARFGAP1 inhibitor,PG9 binder,NPR1 activator,NPR2 activator,rCAG RNA binder,mABHD4 FP,SMARCA2 activ,Rev-erbA mod
O=C(Nc1ccc2c(c1)OCO2)C1CCN(C(=O)CSc2ncnc3ccccc23)CC1,2,9,1,1.8,-3,2,7,8,-1,4
Cc1c(C(=O)NCc2ccco2)sc(=O)n1Cc1ccc(S(C)(=O)=O)cc1,4,/,-10,-1.2,2,-6,3,6,-2,-9
O=C(NCC1CCCO1)c1ccc(Br)o1 (configuration not stated),11,10,11,0.0,4,-5,1,3,-4,8
O=C(CC(Cc1ccccc1)C(=O)O)Nc1ccccc1 (configuration not stated),-10,0,-6,-1.9,1,2,3,-9,-3,-7
CC1CCN(C(=O)CN(Cc2ccc(Cl)cc2)S(C)(=O)=O)CC1,3,-3,3,-1.1,-8,2,-10,-1,-3,4
COc1cc(/C=C2/C(=O)NN(c3ccc(Cl)cc3)C2=O)ccc1OC(=O)c1ccco1,-14,-1,-14,-3.1,11,-1,76*,29,-1,7
